Assay outcomes: PubChem BioAssay, Johns Hopkins Ion Channel Center
CHT block = inhibits the human high affinity choline transporter; CHT-expressing cells, membrane potential dye, choline response; stronger effect = lower value; AID 488975; 310,000 compounds, 0.86% hits; B-score at 10 µM;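 active = B-score over 3 SD under the library average, and starting fluorescence ratio not unusually high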;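 also: choline stimulus applied at its EC90 after an EC20 pre-addition; B-score computed on integrated fluorescence ratio after choline addition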
Target sequence (Q9GZV3 whole entry, looked up): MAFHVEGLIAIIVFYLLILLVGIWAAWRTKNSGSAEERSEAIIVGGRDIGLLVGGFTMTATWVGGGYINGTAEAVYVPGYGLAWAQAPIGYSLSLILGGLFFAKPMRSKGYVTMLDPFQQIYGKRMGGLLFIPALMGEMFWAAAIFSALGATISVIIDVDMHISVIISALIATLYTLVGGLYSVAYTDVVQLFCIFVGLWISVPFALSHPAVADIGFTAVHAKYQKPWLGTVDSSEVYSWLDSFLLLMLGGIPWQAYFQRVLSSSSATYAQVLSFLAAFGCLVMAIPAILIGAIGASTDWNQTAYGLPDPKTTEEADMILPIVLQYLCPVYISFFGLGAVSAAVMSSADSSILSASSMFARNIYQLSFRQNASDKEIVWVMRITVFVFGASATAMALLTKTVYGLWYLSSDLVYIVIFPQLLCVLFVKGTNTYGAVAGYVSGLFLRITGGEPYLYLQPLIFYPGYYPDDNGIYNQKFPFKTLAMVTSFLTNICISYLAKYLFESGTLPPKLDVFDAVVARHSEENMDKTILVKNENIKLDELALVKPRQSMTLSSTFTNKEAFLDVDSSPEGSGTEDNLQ
CHT allo act = human CHT allosteric activation | 310,000 compounds, 0.49% hits | Q9GZV3 | CHT-expressing cells, membrane potential dye, choline EC20; stronger effect = higher value; LV-AA mutant CHT in HEK293 cells | B-score at 10 µM;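 active = initial fluorescence not abnormally high and integrated response B-score, plate-corrected, over 3 SD above library mean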
An asterisk follows results filed as active; i = inactive.

Start of the listing, in advance (two entries):
Each structure is followed by: CHT block, CHT allo act
O=S(=O)(c1ccc2nc(Nc3ccccc3)ccc2c1)N1CCCCC1
 : i, i
O=C(N1CCOCC1)N1CCN(S(=O)(=O)c2ccc(Cl)cc2)C1
 : i, i

This part in full (from the top)
Each structure is followed by: CHT block, CHT allo act
O=S(=O)(c1ccc2nc(Nc3ccccc3)ccc2c1)N1CCCCC1
 : i, i
O=C(N1CCOCC1)N1CCN(S(=O)(=O)c2ccc(Cl)cc2)C1
 : i, i
Cc1cc(C)nc(NC(=O)c2ccc3c(c2)OCO3)c1
 : i, i
O=C(O)c1ccc(CNC(=O)c2ccccc2NC(=O)c2ccc([N+](=O)[O-])cc2)cc1
 : i, i
COc1ccc(NC(=O)c2ccc(-c3ccccc3)cc2)cc1S(=O)(=O)N1CCOCC1
 : i, i
C=CCn1c(SCC(=O)NCCC2=CCCCC2)nc2ccc(Cl)cc2c1=O
 : i, i
COc1ccc(CN(CC(=O)NCCc2ccccc2)C(=O)CCC(=O)Nc2cc(C)ccn2)cc1
 : i, i
O=C(NC(=S)Nc1cccnc1)c1cccs1
 : i, i
CC(=O)C1=C(O)C(=O)N(c2ccc(F)cc2)C1c1ccc(C)cc1 (stereo not given)
 : i, i
O=C(Nc1cnccn1)C1c2ccccc2Oc2ccccc21
 : i, i
CC1(C)CC(=O)C(C=NCC2CCCO2)=C(O)C1 (stereo not given)
 : i, i
COc1ccc(N=C(N(C)C)P(=O)(N(C)C)N(C)C)cc1
 : i, i
O=C(CSc1nnc(-c2ccncc2)o1)NCc1ccc(Cl)cc1
 : i, i
Cc1ccc2oc3c(c(=O)c2c1)C(c1cccs1)N(CCCN(C)C)C3=O (stereo not given)
 : i, i
CCOC(=O)c1nnn(-c2nonc2N)c1-c1ccc(Br)cc1
 : i, i
COC(=O)c1sc(C(F)(F)F)c(-c2ccccc2)c1S(=O)(=O)N(C)C
 : i, 9.76*
CCOC(=O)c1c(NC(=O)NC(C)(C)C)sc2c1CCN(C)C2
 : i, i
N#CC1(C#N)C(c2ccccc2)OC23CCCCC2C1(C#N)C(=N)O3 (stereo not given)
 : i, i
Cc1cccc(-c2nc(CS(=O)CC(=O)N3CCN(C)CC3)c(C)o2)c1 (stereo not given)
 : i, i
N#C/C(=C(/O)c1ccco1)c1nc2ccccc2s1
 : i, i
O=C(CSc1nncs1)Nc1ccc(Cl)cc1C(F)(F)F
 : i, i
COc1ccc(S(=O)(=O)N2CCN(CCc3ccccc3)CC2)c(OC)c1
 : -5.46*, i
CCOC(=O)c1ccccc1NC(=O)COC(=O)c1cc([N+](=O)[O-])ccc1N1CCOCC1
 : i, i
CC1(C)NC(=O)N(c2ccc([N+](=O)[O-])c(C(F)(F)F)c2)C1=O
 : i, i
Cc1ccsc1/C=c1\sc2ncnn2c1=O
 : i, i
CCn1c(C)nc2cc(C(=O)NNC(=S)NC(=O)c3ccc(OC)cc3)ccc21
 : i, i
Cn1nnnc1SCC(=O)Nc1nc(-c2ccccc2)c(-c2ccccc2)o1
 : i, i
Cc1cc2cc(CN(Cc3nnnn3C3CCCCC3)CC3CCCO3)c(=O)[nH]c2cc1C (stereo not given)
 : i, i
COC(=O)c1cc(=O)n(CCc2ccc(OC)cc2)c(=Nc2ccc(F)c(Cl)c2)s1
 : i, i
C=CCc1c(NCCO)nc(C)[nH]c1=O
 : i, i
O=C(COc1cccc(C(F)(F)F)c1)NCC(c1ccco1)N1CCCCC1 (stereo not given)
 : i, i
COc1ccc(C(=O)NNC(=O)C(=O)NC2CCCCC2)cc1
 : i, i
COc1cc(C2C(C#N)=C(C)NC(C)=C2C#N)cc(OC)c1OC
 : i, i
CCOc1ccc(Cn2c(C)nc([N+](=O)[O-])c2SCC(O)CCl)cc1[N+](=O)[O-] (stereo not given)
 : i, i
COc1nnc(-c2ccc(N3CCOCC3)c(NC(=O)C3CCCCC3)c2)c2ccccc12
 : i, i
Cc1ccc(NC(=O)Cn2nnc3ccccc32)cc1
 : i, i
CCOC(=O)c1c(NC(=O)CSc2nnc(C)c(=O)[nH]2)sc2c1CCCC2
 : i, i
CN(C)CCCN(Cc1cc2cc3c(cc2[nH]c1=O)OCO3)C(=S)Nc1ccccc1
 : i, i
Cc1cc(C)cc(C(=O)NC(=S)Nc2ccc3c(c2)OCCO3)c1
 : i, i
CCN(CC)S(=O)(=O)c1ccc(OC)c(NC(=O)COc2ccccc2[N+](=O)[O-])c1
 : i, i
Cc1ccccc1-c1nc(CS(=O)(=O)CC(=O)NCCCN2CCN(C)CC2)c(C)o1
 : i, i
CCOCCn1c(CN2CCN(C(c3ccccc3)c3ccccc3)CC2)nc2c1c(=O)n(C)c(=O)n2C
 : i, i
Cc1cc(-c2nnc3n2N=C(C(C)(C)C)CS3)n[nH]1
 : i, i
CCOC(=O)c1sc2ncnc(N3CCN(C)CC3)c2c1C
 : i, i
O=C(O)c1ccccc1-c1ccccc1C(=O)NCc1cccnc1
 : i, i
Cc1ccc(/C(O)=C/c2nc3cc(C)ccc3oc2=O)cc1
 : i, i
CCC1CCc2c(sc3nc(SCC(=O)NCc4ccco4)n(-c4ccccc4)c(=O)c23)C1 (stereo not given)
 : i, i
Cc1ccc(NC2=NCCCCC2)cc1C
 : i, i
CCOc1ccc(/C=N/NC(=O)c2cc(-c3ccccc3)nc3ccccc23)cc1O
 : i, i
CCOC(=O)c1cccc(Nc2ncnc3ccc(C)cc23)c1
 : i, i

The listing continues:
Each structure is followed by: CHT block, CHT allo act
Cc1nc(N2CCN(C)CC2)c2sc(=S)n(-c3ccccc3)c2n1
 : i, i
Cc1ccc(C(=O)NCC(=O)OCC(=O)NCCc2ccccc2)s1
 : i, i
CC(Oc1ccc(F)cc1)C(=O)/C=C\N(C)C (stereo not given)
 : i, i
CCCc1nc2sc3c(c2c(=O)n1NC(=O)CCC(=O)OC)CCCC3
 : i, i
O=C(Cc1ccccc1)NNS(=O)(=O)c1ccc([N+](=O)[O-])cc1
 : i, i
Cc1cc(O)c(C(=O)/C=C/c2ccc(Cl)cc2)c(=O)o1
 : i, i
CC[C@@]12C(=O)N(c3cccc(F)c3)C(=O)N1[C@H](c1ccc(Br)cc1)[C@@H]1C(=O)N(C(C)(C)C)C(=O)[C@@H]12
 : i, i
CC/C(=N\NC(=O)CSCc1ccc(Cl)cc1)c1ccc2c(c1)OCCO2
 : i, i
Cc1ccc(NC(=O)N2CCN(C)CC2)cc1NC(=O)N1CCN(C)CC1
 : i, i
O=C(NCC1CCCO1)C1CCC(CNS(=O)(=O)c2ccccc2)CC1 (stereo not given)
 : i, i
CCOc1cc(C2c3c(-c4ccccc4)n[nH]c3C(=O)N2c2ccc(C(=O)O)cc2)ccc1O (stereo not given)
 : i, i
COCCNC(=O)[C@@H]1CCCN1S(=O)(=O)c1cccc2cccnc12
 : i, i
O=C(Cc1ccccc1Cl)NC1(O)C(=O)c2ccccc2C1=O
 : i, i
Clc1ccccc1-c1nnc2sc(C3COc4ccccc4O3)nn12 (stereo not given)
 : i, i
CCOC(=O)c1c(C)nc2ccccc2c1-c1ccccc1
 : i, i
CCOC(=O)c1c(NC(=O)CSc2nc3cc(Cl)ccc3s2)sc(C(C)=O)c1C
 : i, i
O=C(CN(C(=O)Cn1nnc(-c2ccc(F)cc2)n1)C1CCCC1)NC1CCCC1
 : i, i
CCOC(=O)N1CCC(N2CCCC(C(=O)c3cccc(OC(C)C)c3)C2)CC1 (stereo not given)
 : i, i
CCc1cc2cc(C(=O)Nc3ccc(F)cc3)sc2s1
 : i, i
CC(=O)c1c(C)[nH]c(C(=O)Nc2ccccc2Cl)c1C
 : i, i

In the list so far, two have bromine.
Each structure is followed by: CHT block, CHT allo act
CCOC(=O)c1nnn(-c2nonc2N)c1-c1ccc(Br)cc1
 : i, i
CC[C@@]12C(=O)N(c3cccc(F)c3)C(=O)N1[C@H](c1ccc(Br)cc1)[C@@H]1C(=O)N(C(C)(C)C)C(=O)[C@@H]12
 : i, i

More records
Each structure is followed by: CHT block, CHT allo act
CCOC(=O)c1[nH]c2c(c1C)C(=O)CC(c1ccc(F)cc1)C2 (stereo not given)
 : i, i
O=[N+]([O-])c1ccc2c(c1)oc1ccccc12
 : i, i
Cc1nn(-c2ccccc2)c(C)c1S(=O)(=O)O
 : i, i
CCOc1ccccc1NC(=O)CN1CCN(C(=O)C2CCCO2)CC1 (stereo not given)
 : i, i
CC(C)(C)C(=O)CSc1nccc(=O)[nH]1
 : i, i
CCOC(=O)c1[nH]c2ccc(OC)cc2c1NC(=O)CN1CCC2(CC1)OCCO2
 : i, i
Cc1ccc(S(=O)(=O)Nc2ccc3c(c2)nc(CCN2CCCCC2)n3C)cc1
 : i, i
CCCCC(NC(=O)Cc1c(C)c2cc3c4c(oc3c(C)c2oc1=O)CCCC4)C(=O)O (stereo not given)
 : i, i
COc1ccc(CNC(=O)C(=O)NCc2ccncc2)cc1
 : i, i
Cc1nc2ccccc2c(=O)n1NC(=O)c1ccccc1
 : i, i
O=C(NC1CCCCCC1)c1cccnc1Sc1ccc(Cl)cc1
 : i, i
CCC(C)NCCCOc1ccc(C)cc1OC (stereo not given)
 : i, i
CC1=Nc2cc(C(=O)O)ccc2Sc2c(C)ccc(C)c21
 : i, i
O=c1[nH]c2ccccc2nc1C(F)(F)F
 : i, i
CCOCCCNC(=S)N1CCN(C(=O)C(=O)Nc2ccc(C(=O)OC)cc2)CC1
 : i, i
O=C(Cn1cnc2cc([N+](=O)[O-])ccc2c1=O)NCc1ccc(Cl)cc1
 : i, i
C=CCNC(=O)COc1cc(C)cc(C)c1C
 : i, i
CCN(CC)c1nc(OCCNC(=O)Nc2ccccc2)nc(N(CC)CC)n1
 : i, i
COc1ccc(CN2CCN(S(=O)(=O)c3ccccc3)CC2)cc1Br
 : i, i
CCC(C)C(NC(=O)c1ccccc1NC(=O)c1ccco1)C(=O)O (stereo not given)
 : i, i
CCCN1CCN(C(=S)Nc2sc(CC)cc2C(=O)OC)CC1
 : i, i
CCC(Cc1ccccc1)NS(=O)(=O)c1ccc2c(c1)NC(=O)C(C)S2 (stereo not given)
 : i, i
O=C(/C=C/c1ccco1)OCn1nnc2ccccc2c1=O
 : i, i
COc1ccc(/C=N/NC(=O)CSc2ccccc2)cc1OC
 : i, i
Cc1cc(NN)nc2ccc(Cl)cc12
 : i, i
COc1ccc(CC(NC(C)=O)C(=O)NC2CCN(c3c4c(nc5ncnn35)CCC4)CC2)cc1OC (stereo not given)
 : i, i
CCOC(=O)N1CCN(C(=O)C(c2ccccc2)c2ccccc2)CC1
 : -6.46*, i
CCC(=O)Nc1cc(C)c(OC)c(C)c1
 : i, i
COc1ccc(/C=C/C(=O)NCc2cnn(C)c2C)cc1COc1ccc(Br)cc1
 : i, i
Cc1ccc(/C(O)=C2/C(=O)C(=O)N(CCN3CCOCC3)C2c2cccs2)cc1 (stereo not given)
 : i, i

3 compounds drawn at random from the list so far:
Each structure is followed by: CHT block, CHT allo act
CCC(Cc1ccccc1)NS(=O)(=O)c1ccc2c(c1)NC(=O)C(C)S2 (stereo not given)
 : i, i
CCC(=O)Nc1cc(C)c(OC)c(C)c1
 : i, i
O=C(/C=C/c1ccco1)OCn1nnc2ccccc2c1=O
 : i, i

New compounds follow:
Each structure is followed by: CHT block, CHT allo act
O=S(=O)(Nc1ccc(O)c(Sc2nc3ccccc3s2)c1)c1ccc(F)cc1
 : i, i
Cc1ccc(C2=NCCn3nc4cc(C(F)(F)F)ccc4c32)cc1
 : i, i
COc1ccc(/C=C2\SC(=O)N(CCC(=O)Nc3ccccc3)C2=O)cc1OC
 : i, i
Cc1cc(Br)ccc1NC(=O)c1cnc(N2CCN(c3ccccn3)CC2)c2ccccc12
 : i, i
CC(=O)Nc1cccc(C(=O)OC(C(=O)c2ccc(C)c(C)c2)c2ccccc2)c1 (stereo not given)
 : i, i
COCCNC(=O)/C(C#N)=C/c1ccc(-c2ccc(S(=O)(=O)N3CCOCC3)cc2)o1
 : i, i
CNc1nc(Cl)c(SC)c(NCc2cccc(OC)c2)n1
 : i, i
Cc1cccc2cc(CN(Cc3cccs3)Cc3nnnn3Cc3ccccc3)c(=O)[nH]c12
 : i, i
c1cnc2ccc(C(c3nnnn3C3CCCCC3)N3CCN4CCCC4C3)cc2c1 (stereo not given)
 : i, i
CCCCSc1nc2c(c(=O)n1CC)SC(C)C2 (stereo not given)
 : i, i
O=C(O)c1cc([N+](=O)[O-])ccc1C(=O)Nc1ccccc1
 : i, i
Cc1ccc(N(C(=O)CCC(=O)Nc2nccs2)C(C(=O)NC(C)(C)C)c2ccc(O)cc2)cc1 (stereo not given)
 : i, i
CCC(C)NC(=O)CNC(=S)N(Cc1ccccc1F)C1CCCCC1 (stereo not given)
 : i, i
O=C(Cc1c[nH]c2ccccc12)Nc1nnc(C2CC2)s1
 : i, i
CCN(CC(=O)Nc1ccc(C)c(S(=O)(=O)N2CCOCC2)c1)Cc1ccccc1
 : i, i
CCOC(=O)NC1c2ccccc2Oc2ccccc21
 : i, i
CCOc1ccccc1N1CCN(C2=C(NS(=O)(=O)c3cccs3)C(=O)c3ccccc3C2=O)CC1
 : i, i
CCc1cccc(CC)c1NC(=O)COn1nnc2ccc(C(F)(F)F)cc21
 : i, i
CCNC(=S)NNC(=O)CCn1c2ccccc2c2ccccc21
 : i, i
Nc1n[nH]c(-c2ccccc2)n1
 : i, i
CC(=O)c1ccc(N2CCN(C(=O)c3cc(-c4ccc5c(c4)OCO5)nc4ccccc34)CC2)cc1
 : i, i
O=C(N/N=C/c1ccc(F)c(F)c1)c1cc2c(s1)-c1ccccc1CC2
 : i, i
CC(C)NC(=O)C(C)N1CCN(S(=O)(=O)c2ccc3ccccc3c2)CC1 (stereo not given)
 : i, i
CC1=C(C#N)C(=O)NC(=O)/C1=C/c1ccc(-c2ccc(S(N)(=O)=O)cc2)o1
 : i, i
CCCCNCC(O)(c1ccc(Cl)cc1)c1ccc(Cl)cc1
 : i, i
COc1ccc(-c2nn(-c3ccccc3)cc2/C=C2/SC(=S)N(CCC(=O)O)C2=O)cc1
 : i, i
COc1cccc(NC(=O)CN2C(=O)NC(c3ccccc3)(c3ccccc3)C2=O)c1
 : i, i
